# HCV inh – inhibitors of hepatitis C virus infection; Huh7.5.1 HCVcc-Cre infection, luciferase reporter, 44 h; Potency, µM (top dose mostly 41.8 µM), without a hit: at the highest dose activity change, negative = inhibition, usual class: inhibitors; hit rate 3.4% among 340,000; note: potency is the fitted concentration of half-maximal effect
#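 Cells (1,000/well) were plated 4 h before compound, then infected with HCVcc-Cre virus (~0.5 moi). After 44 h further culture, infection was read as luciferase luminescence following a 15 min substrate incubation at room temperature.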
# AmpC detergent – AmpC beta-lactamase inhibition with detergent present. AmpC hydrolysis of nitrocefin, absorbance 480 nm, 0.01% Triton. Potency, µM (doses to about 114 µM), for inactives: top-dose activity change, negative = inhibition, usual class: inhibitors. hit rate 0.041% among 370,000;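 note: potency is the fitted concentration of half-maximal effect; 0% = no-compound wells and -100% = no-enzyme wells; nearly all actives have a fitted effect of over 25% in size; some results filed as inactive show a strong effect at the top dose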
# Target sequence (P00811 whole entry, looked up): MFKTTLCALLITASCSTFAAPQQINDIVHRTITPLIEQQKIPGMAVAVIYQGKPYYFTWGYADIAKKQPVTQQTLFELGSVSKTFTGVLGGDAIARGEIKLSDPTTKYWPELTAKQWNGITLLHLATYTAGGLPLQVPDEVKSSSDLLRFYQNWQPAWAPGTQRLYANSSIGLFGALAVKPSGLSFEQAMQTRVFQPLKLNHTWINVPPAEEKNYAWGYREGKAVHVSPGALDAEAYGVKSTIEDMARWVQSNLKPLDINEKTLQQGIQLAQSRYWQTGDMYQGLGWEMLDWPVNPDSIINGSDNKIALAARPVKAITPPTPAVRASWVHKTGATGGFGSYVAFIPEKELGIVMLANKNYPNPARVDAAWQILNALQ
#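 20 mM phosphate pH 7.0 + 0.01% (detergent screen) or 0.0001% Triton X-100; 5.3 nM AmpC reagent; cpd preinc 15 min RT; nitrocefin (800 uM stock) to start; A480 q20 s × 4 min; Activity was normalised to no-enzyme and no-compound control wells.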
# HCMV antiviral – human cytomegalovirus inhibition. AID 1259415. hit rate 4.5% among 410,000. activity change, negative = inhibition, % at 57.5 µM. HFF cells, HCMV-luciferase reporter, 72 h; hits give low values; in the data active = activity change below about -60%; inconclusive = no clear call, values can overlap the other calls; inactive = above about -39%
#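 HFF cells seeded 16 h at 37C, treated with compounds, infected with luciferase-reporter HCMV at MOI 1 PFU/cell; luciferase read at 72 h post infection, normalized to buffer-only and Salinomycin controls.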
# Tb PYK inh – T. brucei pyruvate kinase inhibition; TbPYK enzyme, Kinase-Glo Plus ATP luminescence, 45 min; AID 624173; hit rate 0.12% among 410,000; Potency, µM (series often up to 76.8 µM), for the others: top-dose activity, negative = inhibition, actives largely listed as inhibitors; note: potency is the fitted concentration of half-maximal effect; nearly all actives have a fitted effect of over 50% in size
#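 ADP (130 uM final) triggers the TbPYK reaction after compound addition; incubation is 45 min at room temperature. Kinase-Glo Plus is then added and luminescence imaged. Normalized data are fitted to concentration-effect curves.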
# AmpC no deterg – inhibitors of E. coli AmpC beta-lactamase without detergent | P00811 | AmpC nitrocefin hydrolysis, absorbance 480 nm, 0.0001% Triton | Potency, µM (series often up to 57.1 µM), without a hit: top-dose activity change, negative = inhibition, actives largely listed as inhibitors | hit rate 0.52% among 330,000;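 note: potency is the fitted concentration of half-maximal effect; plate controls were no compound for no effect and no enzyme for full effect; nearly all actives have a fitted effect of over 20% in size; some results filed as inactive show a strong effect at the top dose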
#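 AmpC (5.3 nM in the dispensed reagent) in 20 mM phosphate pH 7.0 with 0.01% (detergent screen) or 0.0001% Triton X-100 was preincubated with compounds for 15 min at room temperature. Nitrocefin was then added from an 800 uM solution, and hydrolysis was followed at 480 nm.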
# AMA1 RON2 block – inhibitors of Plasmodium falciparum AMA1-RON2 interaction; AlphaScreen AMA1-biotinylated RON2 peptide binding; Potency, µM (doses to about 58.2 µM), inactives show at the top dose activity change, negative = inhibition, most hits filed as inhibitors; hit rate 0.2% among 360,000; AID 720542;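 note: potency is the fitted concentration of half-maximal effect; 0% = vehicle wells and -100% = peptide control; nearly all actives have a fitted effect of over 45% in size; some results filed as inactive show a strong effect at the top dose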
#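 AMA1 (3D7) with his tag at 25 nM final met compounds first, then biotinylated RON2 peptide at 25 nM; detection used donor plus acceptor beads, 10 µg/mL apiece, read by AlphaScreen after 30 min at room temperature.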
# LmPK inh – inhibitors of Leishmania mexicana pyruvate kinase; Q27686; purified LmPK, Kinase-Glo ATP luminescence, 1 h; Potency, µM (top dose mostly 57.5 µM), for inactives: at the top dose activity change, negative = inhibition, hits mostly inhibitors; hit rate 0.37% among 290,000; AID 1721; note: potency is the fitted concentration of half-maximal effect
# Target sequence (Q27686 whole entry, looked up): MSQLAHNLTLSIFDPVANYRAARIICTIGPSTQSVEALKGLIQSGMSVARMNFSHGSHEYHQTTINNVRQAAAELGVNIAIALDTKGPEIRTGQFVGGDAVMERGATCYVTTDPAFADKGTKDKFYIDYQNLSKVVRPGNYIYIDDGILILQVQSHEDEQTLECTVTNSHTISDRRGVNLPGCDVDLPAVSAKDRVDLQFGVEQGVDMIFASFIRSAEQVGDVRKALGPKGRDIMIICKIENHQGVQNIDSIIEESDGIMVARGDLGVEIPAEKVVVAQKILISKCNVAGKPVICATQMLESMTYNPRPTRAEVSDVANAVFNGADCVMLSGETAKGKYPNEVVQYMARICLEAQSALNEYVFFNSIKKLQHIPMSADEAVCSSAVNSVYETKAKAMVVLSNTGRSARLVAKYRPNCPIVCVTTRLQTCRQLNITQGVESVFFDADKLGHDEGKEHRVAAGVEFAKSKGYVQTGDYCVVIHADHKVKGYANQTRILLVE
#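 Kinase-Glo luminescence read after 1 h RT reaction of 0.1 nM LmPK with 0.5 mM PEP and 0.1 mM ADP. Activity scaled between uninhibited and enzyme-free controls.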
# * = called active by the depositor; ? = inconclusive; . = not tested or not shown; [ ] = dose if it differs, or a comment. Unless noted, calls come from the whole dose curve; as a rule, active = well fitted curve in the direction sought with a large enough effect; inconclusive = small, poorly fitted or top-dose-only effect, or another doubt; inactive = no such curve, though single readings can be large; an effect the other way counts as inactive or inconclusive. Unless noted, % is set by controls: 0 for no effect and ±100 for the full control effect. Hits appear at their usual frequency, and some 7.5% of all compounds hit somewhere here.
SMILES,HCV inh,AmpC detergent,HCMV antiviral,Tb PYK inh,AmpC no deterg,AMA1 RON2 block,LmPK inh
CC(C)(C)C(=O)O[C@H]1CC[C@@]2(C)C(=CC(=O)C3C2CC[C@]2(C)C(=O)[C@@H](F)CC32)C1 (stereo partly drawn),?,.,-31.1,-20.2%,-3.4%,7.0%,.
COc1ccc(NC(=O)COc2ccccc2Cc2ccccc2)cn1,?,?,-8.8,4.1%,0.2%,3.0%,.
Cn1c(CCN2CCCC2)nc2cc(NS(=O)(=O)c3ccc(F)cc3)ccc21,.,.,-16.5,3.9%,.,44.1%[activator],.
COCC(=O)Nc1cccc2ccccc12,-11.2%,?,11.1,-2.9%,-0.7%,-9.7%,-5.4%
Cc1ccc(NC(=O)N2CCC(C(=O)NCc3ccc(F)cc3)CC2)cc1,-9.2%,?,8.8,7.6%,-0.4%,-3.2%,2.9%
COc1ccccc1-c1nnc(NC(=O)Cc2ccccc2)o1,-0.5%,-7.3%,-17.3,-1.3%,-11.9%,43.0%[activator],0.7%
CCCCCNC(=O)c1[nH]c(C(F)(F)F)nc1-c1ccccc1,.,.,-13.4,2.9%,.,-17.8%,.
Cc1cc(=O)oc2cc(NC(=O)Cc3ccccc3[N+](=O)[O-])ccc12,-15.1%,?,52.1,0.6%,-52.5%,4.2%,0.0%
Fc1ccccc1CN1CCN(c2ncccn2)CC1,5.6%,?,-28.2,-6.1%,-2.3%,-6.8%,-1.2%
COC(=O)Nc1cc(C(=O)c2ccc(Cl)cc2Cl)c[nH]1,5.3%,-0.5%,.,-4.1%,-37.6%,-3.3%,-2.4%
COc1ccccc1NC(=O)c1ccc(NC(=O)COC(=O)C(C)C)cc1,15.3%,-5.1%,-25.9,-1.0%,-27.5%,5.6%,-2.5%
COc1ccccc1CNC(=O)C1CC(c2c(Cl)cccc2Cl)=NO1 (stereo not drawn),?,1.3%,-18.2,-0.4%,-19.7%,39.8%[activator],4.4%
CC(C)(O)C#Cc1ccc(C(=O)NCc2ccccc2F)cc1,-6.2%,?,25.5,-18.2%,-22.1%,-3.7%,-2.1%
CC1(OC(=O)C2CCCC2)C(=O)C=C2C=C(c3ccsc3)OC=C2C1=O (stereo not drawn),-6.2%[8.37 µM],-7.5%,-5.9,-14.4%,-16.6%,-26.3%,3.3%
CC(C)c1ccc(NC2CCCN(C(=O)CCN3CCOCC3)C2)cc1 (stereo not drawn),-2.4%,-8.5%,10.7,3.9%,29.7%,0.0%,-7.0%
O=C(O)c1cccc(C(=O)Cc2ccccc2)c1,19.5%,-1.1%,55.0,?,-10.0%,-14.9%,?
Cc1ccccc1-n1c(SCC(=O)N2CCOCC2)nc(O)c(Cc2ccccc2)c1=O,5.6%,1.8%,-9.4,0.2%,-16.7%,8.3%,-0.6%
Cn1c(=S)c2[nH]c(SCCC(C)(C)C)nc2n(C)c1=O,-23.3%,.,1.8,?,.,13.3%,.
Cc1cccc(OCCC(=O)Nc2ccc(Cl)cc2F)c1,-1.7%,-17.6%,-5.4,-1.4%,-14.9%,34.4%[activator],-2.2%
COc1cccc(CSc2nc3n(n2)C(c2cccnc2)C(C(=O)Nc2ccccc2C)=C(C)N3)c1 (stereo not drawn),.,-8.7%,5.0,1.3%,.,.,.
COc1ccc(-c2c(-c3ccc(OC)c(F)c3)c3ccccc3n2C)cc1,?,.,7.4,-8.6%,-24.9%,?,.
CC(C)CN1C(=O)C(=O)N(CC(=O)Nc2cccc(Cl)c2Cl)C1=O,8.6%,3.7%,-12.0,6.9%,-26.4%,-0.3%,.
CCn1c(SCC(=O)Nc2ccccc2F)nnc1-c1cnccn1,2.8%,2.4%,16.6,-2.3%,-0.6%,-6.6%,-0.8%
COc1ccc(CN(C)C(=O)c2ccc(OCC(=O)Nc3cccc(C(F)(F)F)c3)c(OC)c2)cc1,.,.,-61.9*,-5.0%,.,28.9%,.
O=C(Nc1ccc(C(F)(F)F)cc1)c1cc(S(=O)(=O)NC2CCCCCC2)ccc1F,.,14.3%,-77.6*,4.6%,.,.,.
CCc1ccc(NCc2cccn2-c2nnc(N3CCCCCC3)s2)cc1,.,-6.4%,-27.1,0.5%,.,.,.
CN(Cc1nc2ccccc2c(=O)[nH]1)C(=O)c1cc(-c2ccc(Br)cc2)nc2ccccc12,-18.0%,.,-5.3,4.5%,.,-6.1%[11.6 µM],.
Cc1ccc(N2C(=O)CC(NNc3nc4ccccc4s3)C2=O)cc1C (stereo not drawn),29.4%,-21.0%,-78.6*,-4.1%,-27.4%,-9.1%,-0.2%
CC(C)Oc1ccccc1/C=N/NC(=O)C1CCCC1,-6.6%,-4.3%,39.0,-0.5%,-23.2%,-0.8%,-3.7%
O=C1c2ccccc2C(=O)N1c1ccc(S(=O)(=O)N2CCCCC2)cc1,2.9%,?,-13.4,2.1%,-1.4%,8.6%,1.3%
CC(C)c1ccc(N2C(=O)C(Cl)=C(N3CCOCC3)C2=O)cc1,0.6%,-11.3%,1.4,2.7%,-20.0%,-2.7%,-1.8%
CC(=O)c1csc(COc2cc(Cl)cc(Cl)c2)n1,2.4%,2.0%,4.8,4.1%,-11.1%,9.3%,-1.9%
COc1ccc(CN2CCC(Oc3ccc(C(=O)N4CCCC4)cc3)CC2)c(F)c1,-15.4%,-2.6%,-11.2,-7.1%,1.7%,3.9%,-10.9%
COc1ccc(-c2[nH]ncc2CN2CCCC(C(=O)c3cccc(OC)c3)C2)cc1 (stereo not drawn),?,2.2%,-23.3,4.6%,35.8%,-2.3%,0.3%
COc1ccc(-c2noc(COc3ccc(Br)cc3C)n2)cc1OC,.,4.4%,12.5,-1.6%,.,.,.
O=C(COC(=O)c1ccc(Cl)s1)c1ccc[nH]1,8.4%,?,48.5,-13.7%,-19.3%[11.4 µM],0.0%,1.6%
COc1ccc(-c2cc3c(c4c2ccn4C)C2CCC3C2)cc1F (stereo not drawn),.,.,-36.6,5.5%,.,-24.3%,.
CCn1c(SCC(=O)Nc2ccc(OC)c(S(=O)(=O)N3CCCCC3)c2)nnc1C1CC1,?,0.0%,-32.5,0.3%,-8.2%,7.7%,.
C=CCn1c2c(c(=O)[nH]c1=S)CN(C(C)c1ccccc1)CN2 (stereo not drawn),15.6%,-3.5%,45.5,-1.7%,41.0%,1.0%,-2.2%
Cc1cc(-c2ccc(C)c(S(=O)(=O)N3CC(=O)Nc4ccccc43)c2)on1,7.7%,-8.5%,-10.7,0.5%,-3.6%,-9.4%,4.2%
Cc1c(/C=N/NC(=O)c2ccc3c(c2)OCO3)cnn1C,6.8%,5.3%,44.7,-1.6%,-20.6%,-25.3%,-3.7%
O=C(CCNC(=O)C1CCN(S(=O)(=O)c2ccccc2)CC1)NCc1cccnc1,.,.,46.9,-10.1%,.,7.2%,.
Nc1nc(COC(=O)c2ccco2)nc(Nc2ccccc2)n1,.,.,11.3,4.2%,.,35.8%[activator],.
Cc1cc(C)n2nc(C(=O)N/N=C/c3cn(C)nc3C)nc2n1,-25.7%,1.4%,-1.8,-4.2%,-5.8%,4.3%,-5.8%
COc1ccccc1N1CCN(Cc2cccs2)CC1,11.9%,1.1%,21.6,-1.6%,1.2%,-28.6%,-1.2%
O=C1C=C(c2cccc(Br)c2)C[C@@H](c2ccc(F)cc2)C1,?,-3.8%,-13.8,-2.7%,2.7%,2.4%,.
CC12CCC(=O)N1C(C(=O)NNC(=O)c1ccc(Br)cc1)CS2 (stereo not drawn),14.2%,?,-7.6,-1.6%,-18.1%,9.0%[11.6 µM],.
CCC(C)Sc1cc(C(F)(F)F)c(C(=O)Nc2ccc(Cl)cc2)cn1 (stereo not drawn),22.4µM*,7.8%,-32.9,5.1%,10µM*,5.5%,2.1%

# Complete entries, looked up by structure:
# Entry for `Cc1cc(-c2ccc(C)c(S(=O)(=O)N3CC(=O)Nc4ccccc43)c2)on1` → HCV inh = 7.7%; AmpC detergent = -8.5%; HCMV antiviral = -10.7; Tb PYK inh = 0.5%; AmpC no deterg = -3.6%; AMA1 RON2 block = -9.4%; LmPK inh = 4.2%
# Entry for `CC12CCC(=O)N1C(C(=O)NNC(=O)c1ccc(Br)cc1)CS2` (stereo not drawn) → HCV inh = 14.2%; AmpC detergent = ?; HCMV antiviral = -7.6; Tb PYK inh = -1.6%; AmpC no deterg = -18.1%; AMA1 RON2 block = 9.0%[11.6 µM]; LmPK inh = .

# The listing picks up with the 7 entries that preceded the break.
SMILES,HCV inh,AmpC detergent,HCMV antiviral,Tb PYK inh,AmpC no deterg,AMA1 RON2 block,LmPK inh
O=C(CCNC(=O)C1CCN(S(=O)(=O)c2ccccc2)CC1)NCc1cccnc1,.,.,46.9,-10.1%,.,7.2%,.
Nc1nc(COC(=O)c2ccco2)nc(Nc2ccccc2)n1,.,.,11.3,4.2%,.,35.8%[activator],.
Cc1cc(C)n2nc(C(=O)N/N=C/c3cn(C)nc3C)nc2n1,-25.7%,1.4%,-1.8,-4.2%,-5.8%,4.3%,-5.8%
COc1ccccc1N1CCN(Cc2cccs2)CC1,11.9%,1.1%,21.6,-1.6%,1.2%,-28.6%,-1.2%
O=C1C=C(c2cccc(Br)c2)C[C@@H](c2ccc(F)cc2)C1,?,-3.8%,-13.8,-2.7%,2.7%,2.4%,.
CC12CCC(=O)N1C(C(=O)NNC(=O)c1ccc(Br)cc1)CS2 (stereo not drawn),14.2%,?,-7.6,-1.6%,-18.1%,9.0%[11.6 µM],.
CCC(C)Sc1cc(C(F)(F)F)c(C(=O)Nc2ccc(Cl)cc2)cn1 (stereo not drawn),22.4µM*,7.8%,-32.9,5.1%,10µM*,5.5%,2.1%
C=CCNC(=O)CC1Nc2c3ccccc3nc(=S)n2C1=O (stereo not drawn),12.6%,?,14.7,-7.6%,-16.7%,15.5%,3.6%
CCCN1CCC(=NNc2ccc(S(=O)(=O)N(CC)CC)cc2[N+](=O)[O-])CC1,?,3.0%,?,3.5%,-7.0%,-19.2%,4.1%
N/C(Cc1ccc(Cl)cc1)=N\OC(=O)Cc1ccc([N+](=O)[O-])cc1,21.4%,-12.1%,-12.8,6.0%,-40.6%,-1.8%,2.6%
Cc1cc(C)cc(N(CC(=O)Nc2ccc(-c3nc4ccc(C)cc4s3)cc2)S(C)(=O)=O)c1,-25.9%,-16.1%,47.6,-3.4%,-29.7%,-0.8%[2.32 µM],-0.7%

# Bioassay records (PubChem BioAssay)
